From PubChem
Platelet DG rel: platelet dense granule release activity; human platelet-rich plasma, SFLLRN dense granule ATP release, luminescence; inhibition, %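 (compounds screened at 7.5 µM in platelet-rich plasma)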; 0.22% of 300,000 active; AID 1663;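 active = mean replicate score, as percent of positive control, at or above 50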
aSyn UTR inh: MLPCN primary screen, SNCA 5' untranslated region; alpha-synuclein 5'UTR reporter, inhibitor activity; inhibition, % (tested at 7.5 µM); 0.82% of 300,000 active; in the data active = inhibition above about 60%;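 also: H4 neuroglioblastoma cells stably carrying SNCA 5'UTR luciferase fusion; 0% = DMSO wells and 100% = positive control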
IEC-6 cytotox: IEC-6 cytotoxicity, counter-screen for KLF5 inhibitors. 0.78% of 290,000 active. inhibition, % at 5 µM. luminescence viability; in the data active = inhibition above about 22%;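 also: 0% = plate median of test compound wells and 100% = cytotoxic reference compound wells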
HIF act: HIF pathway transcriptional activation. U2OS HRE-luciferase reporter, luminescence; normalized: DMSO 0%, desferrioxamine 100%. activation, % at 7.5 µM (by protocol). 0.32% of 300,000 active;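 active = mean activation of at least 10% of the iron chelator positive control signal, with at least half of replicates also reaching 10%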
SKKanGAS inh: blocks kanamycin growth of S. pyogenes SKKanGAS strain; inhibition, % at 7.5 µM; BacTiter-Glo, 6 h; AID 1662; 1.3% of 300,000 active;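 active = mean replicate score, as percent of positive control median, at least 50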;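 also: strain carries kanamycin resistance gene driven by streptokinase promoter and grows in 40 µg/ml kanamycin; loss of luminescence reflects streptokinase promoter inhibition or plain growth inhibition; 0% = median of DMSO wells and 100% = positive control at its reference dose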
AI-2 QS mod: Vibrio harveyi AI-2 quorum sensing modulation. 0.4% of 300,000 active. AID 2094. Vibrio harveyi JMH597 AI-2 luminescence/OD600 ratio, 9 h; stronger effect = lower value; strain lacks LuxN and CqsS sensors; 0 = neutral-control median. activity change, % at 7.5 µM; in the data active = activity change below about -75%, passing the limit was not always enough;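 also: luminescence divided by OD600 gain over 9 h not by final OD600 alone; inactives centre near 13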
HSP90 inh: HSP90 refolding inhibition in rabbit reticulocyte lysate | luciferase refolding luminescence, 3 h | inhibition, % at 5.6 µM | 0.91% of 290,000 active | AID 1789;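 active = inhibition above the screen-wide mean plus 3 SD, computed separately per campaign, cut at about 16% in these data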;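 also: 0% = DMSO wells and 100% = 60 µM geldanamycin wells; inhibitors lower the luminescence because luciferase stays unfolded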
HSF-1 act: increases HSF-1 driven luciferase reporter signal. NIH3T3-HGL HSF-1 luciferase reporter, MG132, 8 h; 100% = twice DMSO control signal. activation, % at 9 µM. 1.7% of 300,000 active. AID 504408;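 active = mean replicate activation of at least 50% with a set share of replicates each reaching 50%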;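 also: 0% = median of the neutral control wells and 100% = twice that signal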
KLF5 inhibitor: inhibitors of KLF5 expression | 0.23% of 290,000 active | DLD-1 KLF5 promoter-luciferase reporter, luminescence | inhibition, % at 5 µM | AID 1700;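 active = inhibition above a per-plate limit of that plate's mean compound inhibition plus 3 SD, cut at about 60% in these data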;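 also: 0% = DMSO wells and 100% = LY294002 at 200 µM; higher means less KLF5 promoter-driven luciferase light; inactives centre near -14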
HSF1 inh: HSF1 inhibition; NIH3T3-HGL HSE-luciferase, MG132-induced, luminescence 8 h; stronger effect = lower value; activity change, negative = inhibition, % at 7.5 µM (by protocol); 0.77% of 300,000 active;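 active = more than half of replicate wells show activity change below -50%, luminescence cut by over half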;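 also: luciferase reports HSF-1 transcriptional activity via heat shock element; 0% = median of DMSO wells and -100% = zero luminescence signal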
Active calls of the source: *; x = no result given. The order is random. Share with any hit: about 6%.

SMILES	Platelet DG rel	aSyn UTR inh	IEC-6 cytotox	HIF act	SKKanGAS inh	AI-2 QS mod	HSP90 inh	HSF-1 act	KLF5 inhibitor	HSF1 inh
O=C(CSc1ccc2nnc(-c3ccccc3)n2n1)N1CCCCC1	3	10	x	-0.2	-4	19	x	-3	x	-5
CN(CC(=O)Nc1cc(S(=O)(=O)N2CCCC2)ccc1Cl)Cc1cccs1	0	-1	-3	-0.2	-1	-6	0	13	-39	3
COc1ccc(C(=O)OCC(=O)c2ccc(C)c(S(=O)(=O)N3CCOCC3)c2)cc1OC	8	3	-6	0.0	-2	29	1	-16	-8	-6
CCN1C(=O)[C@H]2[C@@H](c3ccc(-c4ccc(F)cc4)c(OC)c3)N[C@@](C)(C(=O)OC)[C@H]2C1=O	1	-4	x	0.4	1	18	x	-7	x	-4
O=C(N/N=C/c1cc([N+](=O)[O-])ccc1N1CCNCC1)c1ccc([N+](=O)[O-])cc1	4	-24	0	0.0	9	12	2	-15	-24	-9
O=c1c[n+]([O-])c2ccccc2n1OCc1c(F)cccc1F	0	1	6	-0.1	4	0	2	36	-12	6
CN(Cc1ccc2nonc2c1)Cc1nc(Cc2cccc(F)c2)no1	-1	-2	0	0.0	-3	24	-4	-4	-11	3
O=C(COc1cccc(Cl)c1)N/N=C\c1cc2ccccc2nc1Cl	-2	-26	3	0.8	-8	15	0	5	-20	-3
CCCOP(=O)(c1ccc(N(C)C)cc1)C(O)c1cc(OC)c(OC)c(OC)c1 (stereo unspecified)	-3	3	0	0.1	-5	4	-2	2	-8	-2
CC(CNC(=O)CCc1nnc2ccc(N3CCC4(CC3)OCCO4)nn12)c1ccccc1 (stereo unspecified)	3	9	-1	0.1	1	8	1	18	5	8
CCC(/C=N/NC(=O)C(=O)N/N=C/C(CC)CC)CC	-8	8	-1	-0.2	-5	4	1	-17	-11	-4
O=c1cc(NCCc2ccccc2)c2ccccc2o1	-5	-130	-2	3.1	2	-2	-3	57*	-111	23
COCCNC(=O)Cn1nc(-c2ccc(Cl)cc2)c2ccccc2c1=O	17	4	-2	0.8	0	2	-1	11	-32	-5
NC(=O)NC(Cc1ccccc1)C(=O)O (stereo unspecified)	1	-35	-10	0.1	3	22	-3	-14	12	-6
N#Cc1ccc(Oc2ccc(NC(=O)C3CC=CCC3C(=O)O)cc2)cc1 (stereo unspecified)	-4	14	2	0.1	5	17	0	4	-41	1
CCOC(=O)COc1nc(Nc2ccccc2C)nc(N(C)C)n1	-3	-6	4	-2.3	-4	-9	2	18	-24	10
Cc1ccc(N=Cc2c(O)[nH]c3ccccc23)c([N+](=O)[O-])c1	6	-169	3	1.8	7	14	-5	34	-5	20
Clc1ccccc1-c1nnc(-c2cccnc2)o1	2	-139	-6	-0.7	-7	11	-3	15	-84	7
COc1ccc(C#Cc2c(-c3ccc(OC)cc3)oc3ccc(-c4ccc5c(c4)OCO5)cc23)cc1	-4	-5	x	2.6	9	-4	x	-14	x	-2
CN1CCN(c2nc3c(c(=O)n(C)c(=O)n3C)n2Cc2ccc(F)cc2)CC1	-9	3	2	-0.1	-6	5	-2	4	-16	1
CCn1c(-c2cc3ccccc3cc2O)n[nH]c1=S	-5	-49	1	-0.1	12	39	0	-3	-6	2
C/C(=C\c1ccccc1)C(=O)N1CCN(c2cccc(C(F)(F)F)c2)CC1	-16	-14	-2	-0.7	-10	3	2	8	-5	-6
CC(C)(C)C(=O)Nc1cccc(S(=O)(=O)NC2=NCCC2)c1	-18	4	x	-0.5	-4	28	x	-10	x	-7
Cc1cccc(NC(=O)CSc2nnc(CNC(=O)c3ccco3)o2)c1	3	22	4	0.3	-2	29	2	-3	-26	-8
CCOc1cc(C2NC(=O)NC(c3ccccc3)=C2C(=O)c2ccccc2)c(Br)cc1OCC(=O)O (stereo unspecified)	3	-15	-1	0.0	0	4	1	44	6	29
O=C(COC(=O)Cc1ccc(S(=O)(=O)N2CCOCC2)s1)NCc1ccccc1	-3	-9	-3	-0.4	1	-4	1	3	-2	0
NC1(C(=O)O)CC1	0	22	x	-0.5	-3	12	x	-4	x	1
NC(=O)CC(NC(=O)c1ccccc1)c1ccc(N2CCc3ccccc3C2)c([N+](=O)[O-])c1 (stereo unspecified)	-3	11	-2	-0.3	4	18	-3	0	-24	9
COCCNC(=O)CCc1nc(-c2ccccc2)no1	2	14	2	0.6	-3	20	3	-7	10	3
CCOC(=O)c1nn(-c2ccccc2)cc1O	-2	-60	-1	1.8	-1	11	-1	9	-50	5
COc1cc(-c2n[nH]c(=S)n2/N=C/c2cccn2C)cc(OC)c1OC	5	-10	0	1.4	1	7	6	1	9	4
Cc1ccc(S(=O)(=O)CC(=O)c2cc(C)c(O)c(C)c2)cc1	7	-32	-2	0.3	-4	18	1	-3	-25	-3
CCCc1nnc(NC(=O)CCC(=O)NC2CCCCCC2)s1	-2	18	3	-0.1	-4	41	-2	-9	-32	-2
c1ccc(-c2nn3nnnc3c3ccccc23)cc1	-14	12	-4	-0.1	-17	47	2	x	-4	x
CC(C)[C@H](NC(=O)C1CCN(S(=O)(=O)c2ccccc2)CC1)C(=O)NCc1ccc(F)cc1	-5	1	-2	0.3	3	4	1	0	-8	3
Cc1nc(N/N=C/c2ccccc2)nc(N(C)c2ccccc2)c1[N+](=O)[O-]	-2	28	-4	0.7	4	2	0	8	6	-6
O=C(NCCc1ccc(Cl)cc1)C1CCN(S(=O)(=O)c2ccc(-n3cnnn3)cc2)CC1	-7	2	5	-1.0	-5	-3	0	36	-6	1
COC(=O)[C@]1(S(=O)(=O)c2ccccc2)C[C@@H]2ON=C(c3ccc(OC)cc3)[C@@H]2C1	-1	-19	2	0.3	1	12	-1	5	-6	6
Cc1c(NC(=S)NC(=O)c2ccc(COc3ccccc3)cc2)cccc1C(=O)O	0	-1	-7	0.4	15	26	6	-8	-22	1
N#C/C(=N\O)c1nc2ccccc2s1	2	-2	14	-1.0	3	35	6	-47	-2	-31
O=C(Nc1ccc2c(c1)OCCO2)c1ccc(Cl)c(S(=O)(=O)N2CCCCC2)c1	1	-60	5	0.3	13	20	4	-29	-37	-20
O=C(NCCN1CCOCC1)c1ccc(/C=C2\Sc3ccccc3N(Cc3ccc(F)cc3)C2=O)cc1	17	14	0	-0.5	19	8	-4	-5	-12	-7
COc1cc(NC(=O)c2cc(-c3cccs3)on2)cc(OC)c1OC	0	-45	17	1.4	-10	4	-1	-9	-5	-8
O=C1OC(N2C(=O)CC[C@H]2C(=O)Nc2ccc3c(c2)OCO3)c2ccccc21 (stereo partly specified)	0	-23	3	-0.1	2	-16	-2	-5	-10	0
O=C(NC(C(=O)N/N=C/c1ccccn1)c1n[nH]c(=O)c2ccccc12)c1ccccc1 (stereo unspecified)	11	7	-4	-1.0	-1	-3	3	14	-6	3

In the list so far, these contain two or more sulfur atoms.
SMILES	Platelet DG rel	aSyn UTR inh	IEC-6 cytotox	HIF act	SKKanGAS inh	AI-2 QS mod	HSP90 inh	HSF-1 act	KLF5 inhibitor	HSF1 inh
CN(CC(=O)Nc1cc(S(=O)(=O)N2CCCC2)ccc1Cl)Cc1cccs1	0	-1	-3	-0.2	-1	-6	0	13	-39	3
O=C(COC(=O)Cc1ccc(S(=O)(=O)N2CCOCC2)s1)NCc1ccccc1	-3	-9	-3	-0.4	1	-4	1	3	-2	0

Shown as a hit in HSF-1 act (from the list above):
molecule,Platelet DG rel,aSyn UTR inh,AI-2 QS mod,HSP90 inh,HSF-1 act,KLF5 inhibitor,HSF1 inh
O=c1cc(NCCc2ccccc2)c2ccccc2o1,-5,-130,-2,-3,57*,-111,23

Next section
SMILES	Platelet DG rel	aSyn UTR inh	IEC-6 cytotox	HIF act	SKKanGAS inh	AI-2 QS mod	HSP90 inh	HSF-1 act	KLF5 inhibitor	HSF1 inh
CN1CCN(C(=S)c2ccc(-c3cc(Cl)ccc3Cl)o2)CC1	2	0	6	0.2	-3	-5	3	16	16	12
CCOC(=O)C(=Nc1ccc(Cl)cc1)NO	10	9	6	-0.3	0	-13	-1	0	-5	-4
O=C(NCc1ccc2c(c1)OCO2)c1nc(Cn2cc([N+](=O)[O-])cn2)no1	-6	4	-3	-6.9	-17	x	-1	10	2	-6
Cc1ccccc1CC(=O)Nc1ccc(S(=O)(=O)N2CCN(C)CC2)cc1	-11	1	0	0.2	10	13	1	6	2	0
Cc1cc(-c2ccc(S(=O)(=O)N3CCCCC3)s2)on1	-2	16	15	-1.3	-1	9	2	-4	-17	-1
O=[N+]([O-])c1ccc(Sc2nnnn2-c2ccccc2)c(Cl)c1	13	-28	3	0.6	1	-9	1	23	-29	12
O=C(O)C1CN(C(=O)c2cccc(Br)c2)C1	-6	13	-1	0.2	4	31	-3	-13	-44	-4
Clc1ccc(N2CCN(c3nc4nonc4nc3N3CCSCC3)CC2)nc1	5	11	1	-0.2	11	7	2	-18	-34	-3
CCSC1=NCCN1S(=O)(=O)c1ccc2ccccc2c1	0	16	0	0.0	3	8	2	21	-27	-1
COc1ccc(CC(=O)NCc2nn(-c3ccccc3)nc2C)cc1OC	x	x	-1	x	0	21	-2	x	-9	x
Cc1ccn2c(=O)c(C(=O)O)cnc2c1	-13	24	0	0.0	-1	4	-3	-1	-21	-4
Cc1cccn2c(Nc3ccccc3)c(-c3ccccn3)nc12	1	5	5	0.0	68*	29	-1	-10	-36	2
CN(c1ccc(C(=O)N2CCOCC2)cc1)S(C)(=O)=O	-2	13	1	-0.2	-4	12	2	1	-6	0
COCCn1c(Cc2ccccc2)nnc1SCC(=O)Nc1cc(C)on1	-10	16	9	0.1	4	13	8	8	-5	-1
CS(=O)(=O)Nc1ccc(-c2cn3c(n2)SCC3)cc1	-1	-34	5	-1.1	-1	15	5	0	-20	-1
O=C(COC(=O)c1cc[n+]([O-])cc1)Nc1ccc(F)c([N+](=O)[O-])c1	-8	-56	-2	-0.2	4	21	-1	3	-28	5
Cc1ccc(Cl)cc1N1CCN(S(=O)(=O)c2c(C)[nH]c(C)c2C(=O)N2CCCC2)CC1	-9	14	4	0.0	-5	23	-3	1	-1	1
OC(CNCc1ccccc1C(F)(F)F)C(F)(F)F (stereo unspecified)	-7	17	0	-0.2	0	15	-2	-6	8	-14
CC(/C=N/NC(=O)c1nnn(-c2nonc2N)c1CN1CCCCC1)c1ccccc1 (stereo unspecified)	-8	14	x	0.1	0	23	x	3	x	2
COc1ccc(-c2nn(-c3ccccc3)cc2/C=C(\C#N)C(N)=O)cc1[N+](=O)[O-]	11	-1	0	-0.4	-18	6	0	2	-19	2
COC1CCCN(Cc2c(C(=O)N3CCN(C4CCCCC4)CC3)nc3ccccn23)C1 (stereo unspecified)	-32	-3	0	0.2	33	-1	4	0	-26	1
CCOC(=O)C1=C(CSc2nnnn2C)N(C)C(=O)NC1c1ccccc1 (stereo unspecified)	2	3	6	-0.1	0	20	2	2	-11	-4
O=C(Nc1ccc(Cl)cc1)Nc1ccc(-c2cnco2)cc1	6	-85	8	2.4	-6	15	5	3	-53	4
CCn1nccc1C(=O)NC1=C(C#N)CCC1	-2	-29	-1	0.3	-16	11	-1	9	-22	-3
CC(Oc1ccc2ccccc2c1)C(=O)NNC(=O)Nc1ccccc1F (stereo unspecified)	2	6	3	0.3	6	-1	-1	8	-38	-1
Cc1cc(C)n(CC(O)Cn2c(C)c(C)c3ccccc32)n1 (stereo unspecified)	2	36	-8	-0.2	3	7	0	-24	-17	-2
CC(C)=CCCC(C)CN1CCC(N2CCC(C(=O)N3CCOCC3)CC2)CC1 (stereo unspecified)	3	2	4	0.0	2	-12	0	3	-26	-8
